Phagocytosis inh = inhibitors of macrophage phagocytosis, primary screen, imaging, J774A.1 cells, IgG beads | actives 0.07% (n = 110,000) | J774A.1 macrophage IgG-bead phagocytosis | inhibition, % at 5 µM | AID 1029, 2008;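 active means inhibition above the mean of the plate negative controls plus 5 SD, cut at about 13% in these data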;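 further: phagocytic index as fraction of beads internalized from green versus red external bead signal; plate controls were DMSO negative control for no effect and cytochalasin-D positive control for full effect; some results beyond the cut were filed as inactive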
Yeast growth inh = growth inhibitors of yeast BB579 in restrictive medium, primary screen, yeast lifespan-shortening project, S. cerevisiae. OD615, 48 h. inhibition, % at 10 µM. actives 0.51% (n = 140,000);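 active means inhibition above a set limit, 3 SD over the mean compound inhibition, cut at about 44% in these data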; further: inactives centre near -24
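test system = yeast BB579 (DeaD) | buffer or medium = restrictive CSMM-D medium | doses = single compound dose of 10 µM, 0.25% DMSO final | times = 4 h preincubation and 48 h exposure at 30 °C | technique = culture absorbance at 615 nm | benchmarks = amphotericin B 10 µg/mL, positive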
NPY-Y2 antag = NPY-Y2 receptor antagonists, primary screen, cell-based; Neuropeptide Y receptor type 2 (Homo sapiens), P49146; AID 793, 2007; inhibition, % at 2.7 µM; NPY-Y2 expressing cells, antagonist mode; actives 0.99% (n = 140,000); in the data active means inhibition above about 17%;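 further: 0% = vehicle with agonist challenge and 100% = reference antagonist with challenge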
Target sequence (P49146 whole entry, looked up): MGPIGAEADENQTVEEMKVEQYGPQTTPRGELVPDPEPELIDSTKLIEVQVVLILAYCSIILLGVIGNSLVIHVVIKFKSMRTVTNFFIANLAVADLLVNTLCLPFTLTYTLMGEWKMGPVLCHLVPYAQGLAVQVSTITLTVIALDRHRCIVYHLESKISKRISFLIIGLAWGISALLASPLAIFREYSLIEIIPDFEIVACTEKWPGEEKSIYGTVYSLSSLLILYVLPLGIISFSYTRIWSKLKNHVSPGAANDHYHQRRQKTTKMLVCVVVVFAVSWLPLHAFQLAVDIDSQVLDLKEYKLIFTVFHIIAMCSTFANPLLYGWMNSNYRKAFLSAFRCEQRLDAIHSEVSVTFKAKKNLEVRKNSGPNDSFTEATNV
HCT116 PTEN-null = growth suppression of PTEN-null HCT116, primary screen, cell-based, CellTiter-Glo. actives 1.2% (n = 140,000). viability, % at 10 µM. HCT116 PTEN-null viability, 60 h; stronger effect = lower value;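 active means viability at or below a set limit, 4 SD under the median of all tested compounds, cut at about 3.7% in these data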;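 further: PTEN knockout HCT116 line with beta catenin targeted HCT116 as companion control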
GALR2 antag = GALR2 antagonists in receptor-expressing cells, primary screen; Galanin receptor type 2 (Homo sapiens), O43603; actives 0.39% (n = 140,000); inhibition, % at 4 µM; antagonist mode; in the data active means inhibition above about 27%;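 further: cells stimulated with galanin 1-16 at roughly its EC80; 0% = agonist challenge control and 100% = basal control without agonist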
Target sequence (O43603 whole entry, looked up): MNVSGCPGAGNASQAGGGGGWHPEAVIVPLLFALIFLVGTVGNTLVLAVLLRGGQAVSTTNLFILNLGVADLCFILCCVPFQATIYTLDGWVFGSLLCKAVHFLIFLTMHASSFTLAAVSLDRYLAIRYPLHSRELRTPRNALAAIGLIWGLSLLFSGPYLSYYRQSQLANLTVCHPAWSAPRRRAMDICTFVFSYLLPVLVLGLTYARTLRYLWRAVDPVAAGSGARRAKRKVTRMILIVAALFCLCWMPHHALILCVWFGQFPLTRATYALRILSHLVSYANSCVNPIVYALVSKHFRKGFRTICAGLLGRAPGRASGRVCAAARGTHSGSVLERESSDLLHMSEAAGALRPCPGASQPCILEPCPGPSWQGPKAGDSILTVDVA
MRP-1 activ = H69AR viability gain despite doxorubicin, primary screen, MRP-1 activator project, H69AR cells, CellTiter-Glo | actives 0.61% (n = 140,000) | viability increase, % at 10 µM | AID 799, 2007 | viability rescue;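 active means viability gain under doxorubicin at or above a set limit, the compound median plus 3 SD, cut at about 4.7% in these data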;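 further: MRP-1 overexpressing cells given doxorubicin 25 µM after compound pretreatment; 18-22 h compound pretreatment then 72 h with doxorubicin before readout; 0% = doxorubicin-only wells and 100% = vehicle-treated cells without doxorubicin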
Measles CPE = compounds protecting cells from measles virus cytopathic effect, primary screen, measles RdRp inhibitor project, single point, MLSMR library, absorbance; protection (pct of control), % at 4 µM; Measles virus-infected cells, CPE protection; actives 1.5% (n = 140,000); in the data active means protection mostly above about 24%, no sharp cut-off; inactive means mostly below about 26%; further: some compounds called inactive have numbers as strong as hits
E-sel TNF inh = E-selectin induction blockers in HUVEC – imaging, immunofluorescence, high content, primary screen | HUVEC TNFa-induced E-selectin immunofluorescence | inhibition, % at 2 µM | actives 0.71% (n = 120,000) | AID 1246, 2008;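 active means inhibition above the batch mean plus 3 SD, and confirmed as a hit on visual image review, cut at about 43% in these data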;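 further: 0% = TNF-stimulated DMSO wells and 100% = unstimulated control wells; not every result past the cut was called active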
Yeast lifespan up = compounds extending yeast replicative lifespan, primary screen, S. cerevisiae, OD615; S. cerevisiae growth with nicotinamide; deaD strain in restrictive glucose medium; inhibition of the nicotinamide effect, % at 10 µM; actives 0.68% (n = 130,000); AID 775, 2007;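 active means inhibition above a set limit, placed 3 SD over the median of all compounds, cut at about 26% in these data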;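 further: 0% = nicotinamide-treated wells and 100% = cells grown without nicotinamide; some compounds called inactive have numbers as strong as hits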
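Assay system: engineered S. cerevisiae DeaD replicative-lifespan strain, galactose-grown log-phase cells; Buffer or medium: CSMM-D glucose medium, restrictive; Probe or stimulus: nicotinamide 1.5 mM; Compound: single dose 10 µM compound, 0.25% DMSO; Schedule: 4 h preincubation then 48 h treatment at 30 °C; Technique: OD615 measurement.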
HCT116 bCat-KO = primary screen for growth suppressors in beta-catenin knockout HCT116 cells (colon tumor, human); actives 1.5% (n = 140,000); viability, % at 10 µM; HCT116 beta-catenin knockout viability, CellTiter-Glo, 60 h; stronger effect = lower value;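 active means viability at or under a set limit, the compound median less 4 SD, cut at about 6% in these data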;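 further: 0% = Hyamine 1622 control at 20 µM and 100% = untreated cell control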
* hit, by the source's call; · = not tested or not shown.

molecule	Phagocytosis inh	Yeast growth inh	NPY-Y2 antag	HCT116 PTEN-null	GALR2 antag	MRP-1 activ	Measles CPE	E-sel TNF inh	Yeast lifespan up	HCT116 bCat-KO
CN(C)C(CNS(=O)(=O)c1ccc(F)cc1)c1cccnc1 (stereo unspecified)	0.6	-10.8	-0.6	107.7	1.8	-0.6	10.9	·	-2.9	99.0
O=S(=O)(c1ccc(F)cc1)N1CCN(Cc2ccccc2C(F)(F)F)CC1	·	-50.0	2.3	77.7	0.1	0.0	9.7	-9.6	-6.8	77.7
CC(NCc1ccccc1)C1COc2ccccc2O1 (stereo unspecified)	-0.1	-18.0	6.4	86.5	7.7	0.3	7.0	11.3	-11.1	80.7
CC(C)CC(C(=O)Nc1oc(-c2ccccc2)c(-c2ccccc2)c1C#N)N1C(=O)c2ccccc2C1=O (stereo unspecified)	·	-31.2	8.1	88.1	-0.7	1.0	18.5	11.6	·	96.8
Cn1nnc2c(NCc3ccco3)nccc21	-1.0	-1.4	2.0	106.9	0.7	-1.8	3.0	·	-20.9	106.9
Cn1c(=O)oc2cc(S(=O)(=O)N3CCCC(C(=O)NC4CCCc5ccccc54)C3)ccc21 (stereo unspecified)	-0.7	-48.0	3.9	28.3	8.5	-1.4	25.2	-2.1	-8.1	40.4
CCn1cc(C(=O)N2CC(C)CC(C)C2)c(=O)c2cc(S(=O)(=O)N3CCOCC3)ccc21 (stereo unspecified)	-0.3	-54.4	-0.1	97.9	8.5	0.1	·	6.5	-12.8	100.2
Cn1c(=O)c2cn(-c3ccc4c(c3)OCCO4)cc2n(C)c1=O	-1.2	-17.6	1.2	73.4	10.1	-3.0	2.6	-24.4	-10.3	78.3
COc1cc(/C=C2\C(=O)N(CCC#N)N=C2C)ccc1OCC(=O)Nc1ccccc1	-3.6	-5.5	0.1	98.2	-2.0	-0.9	27.3	-24.1	-4.9	95.7
CS(=O)(=O)NN1C(=O)c2ccccc2NC1c1c[nH]c2ccccc12 (stereo unspecified)	-4.4	-36.4	1.2	93.1	4.2	0.7	14.2	·	-3.9	85.3
O=C(c1cccc(N2C(=O)C3CC=CCC3C2=O)c1)N1CCN(c2ccccc2)CC1 (stereo unspecified)	·	-15.9	4.2	89.3	4.3	-2.7	11.9	-6.3	-16.6	83.2
CCn1c(CC(=O)Nc2ccccc2F)nnc1SCC(=O)N1CCN(c2ccccc2)CC1	-1.1	-12.8	0.6	85.6	6.5	-2.1	2.7	6.5	-18.1	100.0
O=C(Oc1ccc(OC(=O)c2ccco2)c(S(=O)(=O)c2ccc(Br)cc2)c1)c1ccco1	·	-92.5	3.9	110.8	-0.7	-0.7	5.6	2.0	14.1	100.8
O=C(N/N=C/c1cn(-c2ccccc2)nc1-c1cccs1)c1ccncc1	·	-15.2	1.4	30.7	5.0	-3.3	11.3	-1.5	-5.1	28.7
COc1ccc(C(C)=O)c(OC(=O)c2ccc(OC)c(OC)c2)c1	-1.6	-58.8	-2.0	98.0	7.3	-1.6	10.7	5.7	-9.0	92.9
Brc1ccc(NC2=Nc3ccccc3CC2)cc1	·	-5.6	5.6	74.1	6.5	-2.6	3.6	-2.3	-11.1	63.1
CN(C)C(=O)c1c([N+](=O)[O-])c(C(C)(C)C)nn1C	1.5	-10.7	4.2	95.6	3.9	0.9	5.6	-1.1	-4.3	98.2
Cc1nc(C)c(C(=O)NCc2ccccc2Cl)o1	0.5	-17.6	-0.2	86.8	1.8	-2.0	2.9	·	-4.4	87.3
CCOc1ccccc1N1CCN(C(=O)C(Sc2ccccc2)c2ccccc2)CC1 (stereo unspecified)	3.4	-29.0	14.4	66.1	1.5	-1.0	7.7	-51.9	20.1	61.7
Cc1cccc(CSCCNC(=S)Nc2ccccc2)c1	-6.1	-31.3	0.0	85.5	0.9	-0.6	5.6	4.8	-6.0	77.9
CCOC(=O)C1CSc2[nH]c(=O)sc2C1c1ccccc1 (stereo unspecified)	-0.9	-22.0	3.2	96.8	-10.5	-4.3	14.1	-7.9	20.8	92.0
Nc1sccc1C(=O)c1ccc(Cl)cc1	-4.5	-29.8	-0.8	100.3	1.7	-3.3	2.1	-2.0	-2.2	95.3
Cc1ccc(NC(=O)c2ccc(CSc3nnnn3C)cc2)cc1	·	-30.2	9.2	89.1	-2.1	0.6	1.7	6.6	-4.2	94.8
COc1ccc(C2CC(=O)Nc3cc(C)c(C)cc32)c(OC)c1OC (stereo unspecified)	0.3	-2.5	-0.4	55.0	1.8	0.0	1.9	12.7	-5.5	69.0
CC(C)NC(=O)COC(=O)c1ccc(NS(=O)(=O)c2ccc3c(c2)OCCO3)cc1	-1.6	-50.5	8.5	111.5	7.5	-0.6	9.3	-8.0	-0.3	109.4
COC(=O)c1cc(Br)c(=O)n(Cc2cccnc2)c1	-0.3	-90.0	1.0	104.1	-2.2	-0.2	9.4	-0.8	14.7	100.4
Cc1ccc(N(CC(=O)Nc2ccccc2C(=O)NCc2ccco2)S(=O)(=O)c2ccccc2)cc1C	-2.2	-90.4	0.9	94.5	7.3	0.9	13.0	-4.5	-2.7	88.7
Cc1nn(Cc2ccc(Cl)cc2)c2sc(C(=O)OCC(N)=O)cc12	0.5	-33.7	0.3	87.8	-4.1	-1.0	24.4	5.9	-4.5	90.6
Cc1ccc(-c2nc3ncccn3c2NC2CCCC2)o1	·	-46.2	4.8	85.4	3.5	-4.0	9.2	-6.4	-17.6	83.1
O=C(Nc1ccc2c(c1)OCO2)NC1(C(F)(F)F)Oc2ccccc2O1	2.5	-52.2	1.8	87.0	-10.4	-2.5	2.2	0.9	-8.9	75.3
CCOC(=O)c1c(/N=C/C2C(=O)CCCC2=O)sc(C)c1C	-4.4	-36.1	6.3	92.1	2.8	0.3	7.6	·	-3.4	89.0
COc1ccc(NC(=O)/C(=C/c2ccc3c(c2)OCO3)NC(C)=O)cc1	·	1.5	2.5	95.3	-2.9	-2.5	8.1	31.9	-1.0	95.0
Cc1cccc(C)c1NC(=O)CSc1nc2ccccc2c(=O)[nH]1	-0.9	-36.7	10.8	90.4	-0.8	-2.3	27.3	·	-11.3	92.4
O=C(c1ccc(COc2ccccc2Cl)o1)N1N=C(C(F)F)CC1(O)C(F)F (stereo unspecified)	1.0	-1.8	-4.2	107.8	7.6	-1.2	6.3	·	3.7	106.3
COC(=O)c1ccc(NS(=O)(=O)c2ccc(OC)cc2)cc1	-0.7	-30.7	3.0	102.7	-4.4	-1.4	4.9	-9.3	-28.1	98.5
Clc1ccccc1SCc1nc2ccccc2[nH]1	-0.2	-62.1	2.3	92.3	7.3	0.8	4.9	-22.8	-8.1	78.8
Cc1c(Cl)cccc1NC(=O)CSc1ncnc2c1cnn2CCc1ccccc1	-0.4	-29.5	2.7	85.4	1.6	-0.6	2.5	7.4	-13.3	88.6
CC(=O)c1ccc(NC(=O)C2CCCNC2=O)cc1 (stereo unspecified)	0.4	-32.5	5.3	102.8	6.0	-0.8	2.8	-38.9	-13.1	97.6
CC1Cc2ccccc2N1C(=O)CSC1=NCCS1 (stereo unspecified)	·	-26.9	-0.9	96.2	13.2	-2.6	16.8	·	-12.0	84.5
COc1cc(C)ccc1OCCOc1c(C)cc(Cl)cc1Cl	·	-28.1	8.1	85.4	-12.0	-2.2	9.3	·	-3.0	88.1
COc1cccc(-c2nc3n(n2)C(c2ccccc2Cl)C(C(N)=O)=C(C)N3)c1 (stereo unspecified)	·	-37.1	1.6	78.6	3.1	-3.0	4.8	·	-4.7	84.5
CC(C)(C)n1nnnc1C(c1cccs1)N1CCCC2(CCCCC2)C1 (stereo unspecified)	·	-7.3	-0.2	57.3	-16.5	-2.6	5.4	-49.4	5.1	61.4
CCc1nnc(-n2nc(C)cc2-c2ccccc2)n1N	·	-41.8	2.5	99.7	4.8	-1.1	29.9	-26.3	-1.0	98.0
COc1cccc(C2C(C#N)=C(N)Oc3cc(N)ccc32)c1OC (stereo unspecified)	-1.6	-14.8	1.9	93.1	-4.7	-2.1	4.0	-9.8	1.7	86.9
CCCCn1c(-c2ccsc2)nc2c1c(=O)[nH]c(=O)n2CCC	0.8	-37.8	2.5	89.9	-8.0	-3.4	22.8	·	-2.5	88.2
CCCOC(=O)C1=C(C)NC2=C(C(=O)C(C(=O)OC)C(C)C2)C1c1ccc(N(C)C)cc1 (stereo unspecified)	·	-33.9	-0.5	86.7	-4.7	-3.5	8.8	8.7	-23.1	89.4
CCc1ccc2[nH]c(=O)c(CN(Cc3ccc(OC)cc3)Cc3nnnn3CCOC)cc2c1	0.5	-32.5	0.9	74.8	9.4	-4.5	2.2	-9.2	-5.4	85.6
CC(C)Oc1ccc(NC(=O)C2CCCNC2=O)cc1 (stereo unspecified)	0.3	-23.8	-0.1	99.4	1.0	-3.8	11.0	4.7	-3.2	90.5
CN(C)S(=O)(=O)c1cccc(-c2nnc(SCc3ccc4c(c3)OCCO4)o2)c1	-0.7	-11.5	7.8	87.3	0.9	-2.0	-1.5	-1.9	-22.8	102.9
Cc1cc(=O)oc2c(C(=O)/C=C\c3cccs3)c(O)ccc12	-4.2	-31.8	0.9	60.1	11.8	-4.3	19.0	·	23.4	50.3
CCN(CCO)C1CC(=O)N(c2ccccc2C)C1=O (stereo unspecified)	-0.1	-26.4	0.1	116.5	1.3	-1.9	2.9	-10.3	1.4	106.2
CCOC(=O)N1CCN(C(=O)C2CCCCC2)CC1	-0.5	-23.8	-0.3	89.0	0.4	-0.8	4.5	8.3	-3.3	87.5
CC1CCCN(C(=O)C2CCN(CC3CC=CCC3)CC2)C1 (stereo unspecified)	-0.4	-20.1	2.1	91.2	5.5	-1.5	3.0	·	0.2	90.1
O=C(CSc1cn(Cc2ccccc2)c2ccccc12)NCc1ccc(F)cc1	·	-38.8	7.8	98.4	1.8	-1.9	10.6	0.0	10.1	89.2
Cc1cc([N+](=O)[O-])nn1CC(=O)N1CCc2ccccc2C1	-0.4	-18.7	-1.3	99.7	-17.4	-2.6	5.1	23.7	-15.7	87.0

Screens from PubChem.
